# Screening data: PubChem BioAssay, several laboratories
# TRPN1 ag: zebrafish TRPN1 channel agonists, primary screen, cell-based, HEK293, calcium fluorescence; activation, % at 3 µM; HEK293 zebrafish TRPN1-YFP, Fluo-8 calcium fluorescence; 100% = response to 87 µM carbachol; actives 0.18% (n = 220,000); transient receptor potential cation channel N1 (TRPN1/NompC), Danio rerio; AID 1424, 2008;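 active means activation above its plate's cutoff, the mean activation of test wells on that plate plus 3 SD, cut at about 19% in these data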;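 further: 0% = DMSO alone and 100% = 87 µM carbachol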
#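 Assay system: Zebrafish TRPN1-YFP in HEK293 cells | Incubation: Dye loading 1 h at 37 °C, then 30 min room temperature | Measured by: Kinetic Fluo-8 fluorescence, ex 470-495, em 515-575 nm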
# Cl transport mod: KCC2 cotransporter modulators, thallium flux, primary screen, cell-based, HEK293 KCC2, FluoZin-2 fluorescence, MLSMR. Solute carrier family 12 member 5 (Homo sapiens), Q9H2X9. KCC2 cells, thallium flux FluoZin-2 fluorescence. B-score of Tl+ flux slope (higher = more flux/activation; lower = inhibition) at 10 µM. actives 2.2% (n = 190,000);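 active means thallium flux slope and its plate-corrected score both differing from the plate sample mean at a set confidence after two filtering rounds, in either direction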;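 further: slope of fluorescence scaled to starting intensity during 10 to 20 s after thallium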
# thrombin 1536: human alpha-thrombin inhibitors, primary screen, counter-screen for coagulation protease inhibitor project, biochemical, 1536-well, fluorogenic AMC substrate | actives 0.26% (n = 220,000) | Boc-VPR-AMC fluorogenic substrate cleavage | inhibition, % at 5 µM | AID 1046, 2008 | Prothrombin (Homo sapiens), P00734;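 active means inhibition at or above 40%; inactive means inhibition below 40%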;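 further: 0% = enzyme with no compound and 100% = wells without enzyme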
#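 signal = AMC fluorescence, 355/460 nm | material = human alpha-thrombin enzyme | control set = enzyme without compound as high, wells lacking enzyme as low | times = reaction at room temperature | read-out basis = percent inhibition scaled between no-compound controls and no-enzyme blanks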
# EBV gp42 block: Epstein-Barr virus gp42 inhibitors, primary screen, biochemical, uHTS, fluorescence polarization | Glycoprotein 42 (Epstein-Barr virus (strain AG876)), Q1HVG2 | AID 1085, 2008 | Fluorescence polarization binding assay, mP read-out | inhibition, % (tested at 21.74 µM) | actives 0.42% (n = 220,000); in the data active means inhibition above about 50%
# Target sequence (Q1HVG2 whole entry, looked up): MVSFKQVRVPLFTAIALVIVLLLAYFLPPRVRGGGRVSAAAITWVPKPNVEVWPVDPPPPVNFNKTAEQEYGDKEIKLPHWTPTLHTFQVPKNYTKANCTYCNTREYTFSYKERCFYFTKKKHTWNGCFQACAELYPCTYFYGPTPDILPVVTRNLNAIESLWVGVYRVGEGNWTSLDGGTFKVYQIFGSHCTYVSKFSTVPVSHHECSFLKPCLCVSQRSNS
# Tb hexokinase: Trypanosoma brucei hexokinase 1 inhibitors, primary screen, biochemical, G6PDH-coupled NADH absorbance, MLSCN library; hexokinase 1 [Trypanosoma brucei]; recombinant TbHK1, G6PDH-coupled NADH A340; inhibition, % at 10 µM; actives 0.11% (n = 220,000); AID 1430, 2008;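 active means inhibition of 50% or more in the single-dose primary screen; inactive means inhibition below 50%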
# TRPML3 agonist: human TRPML3 channel agonists, primary screen, cell-based, HEK293 TRPML3-YFP, Fluo-8 calcium fluorescence, 3 µM | 100% = the carbachol control signal | activation, % at 3 µM | actives 0.29% (n = 220,000);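 active means activation above its plate's cutoff, the mean activation of the plate's test wells plus 3 SD, cut at about 12% in these data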;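 further: 0% = DMSO only wells and 100% = carbachol wells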
#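 Material: TRPML3-YFP stable HEK293 cells | Dosing: One concentration, 3 µM nominal, 0.3% DMSO | Timing: 125 s total fluorescence read per well | Technique: Fluo-8 calcium dye fluorescence, ex 470-495, em 515-575 nm | Measure: Percent activation from peak-to-basal fluorescence ratio, scaled between DMSO and carbachol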
# Calpain2 inh: inhibitors of pig calpain II, primary screen, biochemical, fluorogenic peptide substrate, 1536-well; inhibition, % at 16 µM; purified calpain II, 30 min; actives 0.37% (n = 220,000);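 active means inhibition above about 50%, limit read from the data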
# PPC-1+TRAIL kill: compounds killing PPC-1 cancer cells with TRAIL present, primary screen, TRAIL potentiator project, ATPLite luminescence, uHTS | PPC-1 cells + TRAIL, ATPLite viability luminescence | actives 0.41% (n = 220,000) | cell killing (% activity), % at 4 µM;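 active means cell killing above 50% in the first pass at 4 µM, then a duplicate retest at 5 µM averaging 50% or more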;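 further: plate controls were cells with TRAIL plus DMSO for no effect and medium-only wells lacking cells for full effect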
# Furin inh: human furin inhibitors, primary screen, biochemical, fluorescence intensity | P09958 | purified furin, fluorogenic substrate cleavage | inhibition, % at 30 µM | actives 0.061% (n = 220,000); in the data active means inhibition above about 25%; further: inactives centre near -15
# Target sequence (P09958 108-714 limits assumed): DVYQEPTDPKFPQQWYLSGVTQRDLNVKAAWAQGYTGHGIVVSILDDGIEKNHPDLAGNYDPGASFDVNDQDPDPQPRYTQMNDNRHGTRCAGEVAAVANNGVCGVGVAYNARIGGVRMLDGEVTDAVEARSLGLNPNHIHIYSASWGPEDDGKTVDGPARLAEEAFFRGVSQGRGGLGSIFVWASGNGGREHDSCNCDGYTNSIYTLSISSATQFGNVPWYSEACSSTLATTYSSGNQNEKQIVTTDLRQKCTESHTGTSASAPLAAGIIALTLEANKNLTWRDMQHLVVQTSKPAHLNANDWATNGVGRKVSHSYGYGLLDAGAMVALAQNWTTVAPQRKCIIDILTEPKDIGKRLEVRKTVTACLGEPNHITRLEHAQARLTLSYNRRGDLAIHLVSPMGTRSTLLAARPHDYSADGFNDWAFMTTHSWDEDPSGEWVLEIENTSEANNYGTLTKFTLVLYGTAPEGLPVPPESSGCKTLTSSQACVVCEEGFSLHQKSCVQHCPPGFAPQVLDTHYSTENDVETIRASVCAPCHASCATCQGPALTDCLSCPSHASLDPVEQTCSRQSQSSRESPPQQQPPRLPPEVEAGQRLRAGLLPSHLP
# An asterisk follows results filed as active; . = no result given; [ ] = another dose, or the depositor's remark. Random draw from the library. Share with any hit: about 3.6%.
No. | SMILES | PPC-1+TRAIL kill | Tb hexokinase | TRPML3 agonist | EBV gp42 block | thrombin 1536
1 | O=S(=O)(Nc1ccc(Cl)cn1)c1cccc(S(=O)(=O)c2ccccc2)c1 | -2 | -3 | 1.8 | -7 | -6
2 | COc1ccccc1CNC(=O)COc1ccc([N+](=O)[O-])cc1 | 12 | -13 | -0.1 | 6 | -8
3 | CN(C)C=NC(=O)c1cccn1-c1ncc(C(F)(F)F)cc1Cl | -3 | 8 | 0.6 | -11 | -9
4 | Cc1cc2c(NC(=O)Nc3ccccc3)cccc2nn1 | 8 | -11 | 0.3 | -9 | 2
5 | CCOC(=O)/C(C#N)=C/Nc1cc(OC)ccc1OC | 8 | -33 | -1.1 | -11 | 2
6 | COc1ccc(OC)c(S(=O)(=O)N2CCC(C(=O)N3CCc4ccccc4C3)CC2)c1 | 4 | -2 | 0.6 | -7 | 2
7 | O=C(c1cc(=O)[nH]c2ccccc12)N1CCN(S(=O)(=O)c2ccc3ccccc3c2)CC1 | 8 | -8 | 0.3 | -11 | -18
8 | Cc1onc(C(=O)NN)c1-c1csc(COc2ccccc2)n1 | -1 | 9 | -0.7 | -8 | 1

No. | Calpain2 inh | TRPN1 ag | Furin inh | Cl transport mod
1 | -20 | -1.9 | -21 | -0.039
2 | -11 | -0.5 | -6 | -0.14
3 | 16 | -0.1 | -10 | 0.36
4 | 24 | 1.8 | 0 | -0.58
5 | -10 | -2.2 | -9 | -1.7
6 | -5 | 0.7 | -12[20 µM] | .
7 | -93 | 2.0 | -14[20 µM] | -0.19
8 | 7 | 0.2 | -28 | -0.22

# The list goes on; the last 4 above are carried over.
No. | SMILES | PPC-1+TRAIL kill | Tb hexokinase | TRPML3 agonist | EBV gp42 block | thrombin 1536
5 | CCOC(=O)/C(C#N)=C/Nc1cc(OC)ccc1OC | 8 | -33 | -1.1 | -11 | 2
6 | COc1ccc(OC)c(S(=O)(=O)N2CCC(C(=O)N3CCc4ccccc4C3)CC2)c1 | 4 | -2 | 0.6 | -7 | 2
7 | O=C(c1cc(=O)[nH]c2ccccc12)N1CCN(S(=O)(=O)c2ccc3ccccc3c2)CC1 | 8 | -8 | 0.3 | -11 | -18
8 | Cc1onc(C(=O)NN)c1-c1csc(COc2ccccc2)n1 | -1 | 9 | -0.7 | -8 | 1
9 | COc1ccc(C2(CNC(=O)c3ccc(OC)c([N+](=O)[O-])c3)CCOCC2)cc1OC | 29 | -8 | 0.1 | -13 | -2
10 | CN1C(=O)N(C)C2C1NC(=O)N2C (stereo not drawn) | 9 | -3 | 1.3 | -22 | -19
11 | O=S(=O)(/N=C(\c1ccccc1F)N1CCCCC1)c1ccccc1 | 2 | -2 | 0.3 | -8 | 0
12 | COc1cccc(/C=N/NC(=O)c2cnn(-c3ccccc3)c2N)c1 | 11 | -13 | -0.1 | -18 | -1
13 | CCc1ccc(NC(=O)Nc2cccc(OC)c2)cc1 | 26 | 5 | 3.1 | 6 | -1
14 | CCCC(=O)N(C)c1nnc(-c2ccc(OC)cc2)s1 | 13 | -8 | 0.1 | 0 | -1
15 | Cc1ccc(Cn2ncc3c(NCCCN4CCOCC4)ncnc32)cc1 | -3 | 5 | 1.3 | -16 | 1
16 | CCCNC(=O)N1CCC(C(=O)c2ccc(Cl)cc2)CC1 | 16 | 2 | -0.3 | -19 | 0

No. | Calpain2 inh | TRPN1 ag | Furin inh | Cl transport mod
5 | -10 | -2.2 | -9 | -1.7
6 | -5 | 0.7 | -12[20 µM] | .
7 | -93 | 2.0 | -14[20 µM] | -0.19
8 | 7 | 0.2 | -28 | -0.22
9 | 0 | 0.3 | -22[20 µM] | 0.54
10 | -18 | -1.3 | -16 | -0.091
11 | -15 | 1.1 | -21 | -0.35
12 | 18 | 0.9 | -14 | -0.24
13 | -12 | 5.5 | -15 | 0.023
14 | 3 | 0.5 | -19[20 µM] | 0.43
15 | -67 | 1.7 | -11[20 µM] | 0.92
16 | -5 | 1.9 | -17[20 µM] | -1

# An excerpt of these results, as labelled records.
14) CCCC(=O)N(C)c1nnc(-c2ccc(OC)cc2)s1
- PPC-1+TRAIL kill: 13
- Tb hexokinase: -8
- TRPML3 agonist: 0.1
- EBV gp42 block: 0
- thrombin 1536: -1
- Calpain2 inh: 3
- TRPN1 ag: 0.5
- Furin inh: -19[20 µM]
- Cl transport mod: 0.43
9) COc1ccc(C2(CNC(=O)c3ccc(OC)c([N+](=O)[O-])c3)CCOCC2)cc1OC
- PPC-1+TRAIL kill: 29
- Tb hexokinase: -8
- TRPML3 agonist: 0.1
- EBV gp42 block: -13
- thrombin 1536: -2
- Calpain2 inh: 0
- TRPN1 ag: 0.3
- Furin inh: -22[20 µM]
- Cl transport mod: 0.54
16) CCCNC(=O)N1CCC(C(=O)c2ccc(Cl)cc2)CC1
- PPC-1+TRAIL kill: 16
- Tb hexokinase: 2
- TRPML3 agonist: -0.3
- EBV gp42 block: -19
- thrombin 1536: 0
- Calpain2 inh: -5
- TRPN1 ag: 1.9
- Furin inh: -17[20 µM]
- Cl transport mod: -1
10) CN1C(=O)N(C)C2C1NC(=O)N2C (stereo not drawn)
- PPC-1+TRAIL kill: 9
- Tb hexokinase: -3
- TRPML3 agonist: 1.3
- EBV gp42 block: -22
- thrombin 1536: -19
- Calpain2 inh: -18
- TRPN1 ag: -1.3
- Furin inh: -16
- Cl transport mod: -0.091

# Going on with the list.
No. | SMILES | PPC-1+TRAIL kill | Tb hexokinase | TRPML3 agonist | EBV gp42 block | thrombin 1536
17 | Cc1cc(NC(=O)CSc2nnc3c4c(C)c(C)sc4ncn23)no1 | 0 | 4 | 0.3 | -10 | -10
18 | Cc1ccc(S(=O)(=O)Nc2cc(C(F)(F)F)ccc2N2CCOCC2)cc1 | 19 | 12 | 1.0 | 1 | -7
19 | COc1ccc(NC(=O)CN2CCN(Cc3ccc4c(c3)OCO4)CC2)cc1OC | 13 | 1 | 0.2 | 5 | 3
20 | Cc1cc(NC(=O)CCn2c(=O)sc3ccccc32)no1 | . | 2 | 0.2 | . | .
21 | CCN(CC)CCN1C(=O)c2cccc3cc(N)cc(c23)C1=O | 4 | -37 | 2.5 | 101* | -4
22 | Cc1cc(C(=O)Nc2nc3ccc(S(C)(=O)=O)cc3s2)c(C)o1 | 31 | -15 | -0.2 | -19 | 5
23 | CCN(Cc1ccccc1)C(c1ccncc1)c1nnnn1C(C)(C)C (stereo not drawn) | 11 | -3 | 0.6 | -5 | -2
24 | COC(=O)C(CC(C)C)N1CCC(=O)c2ccccc2S1(=O)=O (stereo not drawn) | -7 | -12 | . | -17 | -3

No. | Calpain2 inh | TRPN1 ag | Furin inh | Cl transport mod
17 | -42 | -0.6 | -18 | 0.066
18 | -11 | 2.4 | -15 | 0.6
19 | -45 | -0.1 | -20[20 µM] | -0.37
20 | . | -0.6 | -18[20 µM] | -0.21
21 | 0 | 0.5 | -9 | 2
22 | -10 | -0.6 | -17[20 µM] | -0.79
23 | 8 | 0.7 | -16 | 0.097
24 | -19 | . | -27 | -0.84

# (list continues)
No. | SMILES | PPC-1+TRAIL kill | Tb hexokinase | TRPML3 agonist | EBV gp42 block | thrombin 1536
25 | O=C(Cc1ccccc1)N/N=C/c1ccc(OC(=O)/C=C\c2ccco2)cc1 | 15 | 3 | 0.1 | -22 | 4
26 | COc1ccc(NC(=O)c2ccc(CN3CCN(c4ccccc4)CC3)cc2)cc1OC | 29 | -1 | 1.6 | -12 | -3
27 | O=C(O)CCCCCn1c(SCc2cc(=O)n3ccccc3n2)nc2ccsc2c1=O | 20 | -14 | -0.9 | -11 | -6
28 | O=C(CNC(=O)c1cccs1)NCCN1CCN(Cc2ccccc2)CC1 | -27 | 4 | 0.6 | -10 | -3
29 | Cc1ccc(NC(=O)CN2CCCCCC2)cc1Br | 24 | 4 | -0.3 | 0 | 21
30 | O=C1CC(N2CCC(O)(c3ccc(Cl)cc3)CC2)C(=O)N1 (stereo not drawn) | 16 | -1 | 1.4 | 0 | -1
31 | CCOc1ccc(NC(=O)N(C2CCCCC2)C2CCN(C(C)=O)CC2)cc1 | . | -1 | -0.2 | . | .
32 | CC(C)(C)c1ccc(-c2nnc(SCC(=O)NC3CCS(=O)(=O)C3)n2N)cc1 (stereo not drawn) | 19 | 1 | 0.2 | -16 | -6

No. | Calpain2 inh | TRPN1 ag | Furin inh | Cl transport mod
25 | -8 | 1.4 | -11[20 µM] | 0.65
26 | -114 | 5.0 | -18[20 µM] | 0.2
27 | -37 | -0.9 | -16 | -0.73
28 | 2 | 1.0 | -31 | .
29 | 9 | -1.0 | -19 | -0.32
30 | -29 | 0.0 | -1[20 µM] | .
31 | . | 1.1 | -25 | -0.0069
32 | -21 | 0.8 | -31 | 0.0015

# (more compounds)
No. | SMILES | PPC-1+TRAIL kill | Tb hexokinase | TRPML3 agonist | EBV gp42 block | thrombin 1536
33 | Cc1cc(C)n(Cc2ccccc2Cl)n1 | 31 | 18 | 0.5 | -19 | 3
34 | CCn1c(SCC(=O)NC(=O)NCc2ccco2)nnc1-c1cccs1 | 12 | 0 | 0.7 | -11 | 4
35 | Cc1cc(C(=O)CSc2nc3ccccc3[nH]2)c(C)n1C | -6 | -5 | 0.9 | -10 | -4
36 | O=C(CSc1nc2ccccc2n1S(=O)(=O)c1cccc([N+](=O)[O-])c1)NCCc1ccccc1 | 13 | 0 | -0.4 | 10 | 0
37 | O=C(O)c1ccccc1S(=O)(=O)Cc1ccccc1 | 2 | 0 | 1.0 | -14 | 0
38 | COc1cccc(NC(=S)N(CCCN2CCCC(C)C2)Cc2cccs2)c1 (stereo not drawn) | 17 | -5 | 0.2 | -2 | -4
39 | CC1=CC(C)(C)n2c(O)c(N=NC(N)=S)c3c(C)c(C)cc1c32 | 15 | -17 | 0.2 | -2 | 6
40 | CC(=O)c1cc(CN2C(=O)c3ccccc3C2=O)cs1 | 12 | -2 | -0.3 | -13 | 3
41 | CSCCC(NS(=O)(=O)c1ccc(Cl)cc1)C(=O)OCC(=O)c1ccc(F)cc1 (stereo not drawn) | 12 | 7 | 1.1 | -19 | -7
42 | O=C(Nc1ccccc1-c1ccccc1)c1ccco1 | 5 | 5 | -0.7 | -9 | 0

No. | Calpain2 inh | TRPN1 ag | Furin inh | Cl transport mod
33 | -16 | 0.0 | -11 | 0.86
34 | -31 | 1.6 | -13[20 µM] | -0.67
35 | -4 | 1.5 | -15[20 µM] | 0.59
36 | 24 | -1.0 | -4 | 0.038
37 | -2 | -0.9 | -13 | 0.36
38 | 1 | 0.4 | -14 | -0.38
39 | 36 | 0.9 | -5 | 0.17
40 | -12 | 0.1 | -18 | 0.19
41 | 22 | 0.8 | -9 | -3.4
42 | -6 | -1.5 | -25 | 0.76
